Dengue-2 NS5 capping – Dengue-2 NS5 methyltransferase inhibitors, primary screen, biochemical, confirmation dose response (AID 588689); inhibition, % at 25 µM, or IC50 in µM where a hit was titrated; Dengue-2 NS5 methyltransferase capping enzyme assay, biochemical; higher % means a stronger effect; 0.3% of 340,000 active; in the data active = a potency from the dose series; inconclusive = inhibition above about 29% without an active follow-up result
Salmonella PhoP GFP – inhibitors of PhoP regulon expression, primary screen, Salmonella Typhimurium, GFP reporter (AID 1863); S. Typhimurium PhoP-regulated promoter GFP reporter, 4 h; higher % means a stronger effect; one-dose inhibition, % at 50 µM; IC50 in µM for titrated hits; 0.16% of 300,000 active;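 active = inhibition over 29.93%, a cutoff 3 SD above the screen mean, later confirmed by dose response; inconclusive = inhibition over 29.93% but no dose response follow-up; inactive = inhibition at most 29.93% or unconfirmed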;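 note: 0% = low Mg2+ inducing control and 100% = high Mg2+ repressing control; strong numbers were not always called active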
RSV antiviral HEp-2 – RSV antiviral activity via CPE protection, HEp-2 cells, primary 10 µM value included (AID 2391); HEp-2 cells, RSV-induced CPE inhibition; higher % means a stronger effect; one-dose CPE inhibition, % at 10 µM; IC50 in µM for titrated hits; 0.13% of 310,000 active; in the data active = a potency from the dose series; inconclusive = CPE inhibition mostly from about 23% at the one dose, without a potency; inactive = the rest, 99 in 100 with CPE inhibition below about 21%; note: strong numbers were not always called active
LYP phosphatase – PTPN22 lymphoid phosphatase activity blockers – biochemical, fluorescence intensity, uHTS (AID 1779) | recombinant LYP phosphatase, fluorescence intensity; higher % means a stronger effect | 0.054% of 290,000 active | one-dose inhibition, % at 11.5 µM; IC50 in µM for titrated hits; in the data active = inhibition above about 50%;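 note: plate controls were vehicle with enzyme for no effect and no enzyme for full effect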
Rac1 GTP hydrolysis – MgcRacGAP GTPase-activating activity inhibitors, confirmation, biochemical, ADP Hunter fluorescence; inhibition, % at 30 µM, or IC50 in µM where a hit was titrated; MgcRacGAP-stimulated Rac1 GTP hydrolysis, ADP Hunter fluorescence; higher % means a stronger effect; GST-tagged Rac1 F28L mutant substrate; 0.6% of 340,000 active;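 active = first-screen hits whose inhibition reached a set limit at any dose in the follow-up dose series; inconclusive = inhibition above the set first-screen limit but never retested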;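 note: fluorescence reports GDP produced by GAP-driven GTP hydrolysis; strong numbers were not always called active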
West Nile antiviral – inhibition of WNV-induced cytopathic effect – cell-based, CPE readout (AID 1621); West Nile virus-infected cells, CPE inhibition; higher % means a stronger effect; 0.02% of 290,000 active; CPE inhibition, % at 10 µM; hits with a dose series show IC50 in µM; in the data active = a potency from the dose series; inconclusive = CPE inhibition mostly from about 3.7% at the one dose, without a potency; inactive = the rest, 99 in 100 with CPE inhibition below about 2.2%; note: strong numbers were not always called active
GPR35 arrestin U2OS – GPR35 antagonists blocking zaprinast-driven arrestin recruitment, primary screen, imaging, U2OS, beta-arrestin-GFP, zaprinast agonist (AID 2058). 0.052% of 290,000 active. U2OS GPR35 beta-arrestin-GFP translocation imaging, zaprinast antagonism; higher % means a stronger effect. inhibition, % at 10 µM, or IC50 in µM where a hit was titrated;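 active = inhibition of at least 50% with at least 30 cells and total cytoplasm GFP at most 10,000,000; inconclusive = under 30 cells or total GFP of 10,000,000 plus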
Large T inhibition – SV40 large T antigen inhibitors, biochemical (AID 1903); SV40 large T antigen ATPase/helicase inhibition assay; higher % means a stronger effect; one-dose inhibition, % at 20 µM; IC50 in µM for titrated hits; 0.39% of 310,000 active; in the data active = a potency from the dose series; inconclusive = inhibition mostly from about 32% at the one dose, without a potency; inactive = the rest, 99 in 100 with inhibition below about 32%; note: strong numbers were not always called active
ER stress rescue – rescue of cells from ER stress-induced death, primary screen, 384-well, CSM14.1, thapsigargin, ATP luminescence (AID 1222); cellular ATP content (survival), % at 20 µM, or EC50 in µM where a hit was titrated; CSM14.1 thapsigargin-induced death rescue, ATP luminescence; higher % means a stronger effect; 190,000 tested, under 10 active;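 active = EC50 below 50 µM in the dose-response confirmation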;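 note: death triggered by thapsigargin at about 15 µM added after 2 h compound pretreatment; cell ATP read after overnight thapsigargin exposure of roughly 18 to 22 hours; normalized against plate controls of thapsigargin alone and 5% DMSO vehicle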
Starred values were filed as active, the others as inactive; ? = inconclusive; · = not tested or not shown.

(1) CCOC(=O)COc1ccc(CCNC(C)=O)cc1
(2) C=CCNC(=O)[C@@H]1CSC2c3ccc(OC)c(OC)c3C(=O)N21 (some centres undefined)
(3) COC(=O)C1=C(C)N(C(C)C)C(=O)C1(NC(=O)C1CCCCC1)C(F)(F)F (centres undefined)
(4) CC(OC(=O)COc1ccccc1[N+](=O)[O-])C(=O)Nc1ccc(N2CCOCC2)cc1 (centres undefined)
(5) C=CCOC(=O)C1=C[C@@H](C2CCCCC2)C[C@@H](OCc2ccc(CO)cc2)O1
(6) CC(C)(C)c1cc(C(c2cccnc2)N2CCN(CCO)CC2)cc(C(C)(C)C)c1O (centres undefined)
(7) S=C(Nc1ccc(Cl)cc1Cl)N1CCCC1
(8) O=C(CSc1ncnc2c1oc1ccccc12)Nc1cccc(F)c1
assay / entry	1	2	3	4	5	6	7	8
Dengue-2 NS5 capping	-7%	-3%	1%	-14%	4%	-31%	-5%	-1%
Salmonella PhoP GFP	-9%	7%	3%	2%	3%	-3%	1%	-19%
RSV antiviral HEp-2	0.1%	1.0%	-0.4%	0.4%	7.9%	-2.7%	0.4%	-0.4%
LYP phosphatase	0%	-10%	-14%	-3%	4%	-4%	-7%	-7%
Rac1 GTP hydrolysis	2%	11%	6%	7%	10%	-1%	1%	9%
West Nile antiviral	0.0%	-0.1%	-0.7%	1.9%	-1.8%	-1.0%	1.1%	-0.9%
GPR35 arrestin U2OS	0%	-3%	-10%	0%	8%	20%	6%	4%
Large T inhibition	1%	8%	2%	4%	4%	?	-11%	-2%
ER stress rescue	-5.1%	·	0.7%	-1.3%	2.2%	-0.6%	·	0.7%

(9) CCOC(=O)C1=C(Nc2ccccc2)OCC1=O
(10) Cc1ccc(NC(=O)Nc2cccc(F)c2)nc1
(11) C=CCn1c(Oc2cc(C)ccc2C)nc2c1c(=O)n(C)c(=O)n2C
(12) COc1ccc(-c2[nH]ncc2CN(CCO)Cc2cccs2)c(F)c1
(13) O=C(COC(=O)c1ccccc1SCC(=O)N1CCCC1)Nc1ccccc1
(14) CCCOc1ccc(NC(=O)C2CC(=O)N/C(=N/N=C(\C)CCc3ccc4c(c3)OCO4)S2)cc1 (centres undefined)
(15) COC(=O)C1=C(C)N(c2ccc(C)cc2)/C(=C/c2cccs2)C1=O
(16) COC(=O)/C(C#N)=C/c1c(-c2ccccc2)nc2n1CCS2
assay / entry	9	10	11	12	13	14	15	16
Dengue-2 NS5 capping	-8%	-4%	-3%	-7%	1%	-7%	0%	-4%
Salmonella PhoP GFP	1%	-5%	6%	-1%	0%	-14%	2%	-7%
RSV antiviral HEp-2	0.5%	3.5%	1.6%	-0.4%	3.5%	11%	1.1%	1.9%
LYP phosphatase	-5%	-8%	-5%	-7%	-4%	-7%	0%	-6%
Rac1 GTP hydrolysis	6%	3%	0%	5%	12%	-2%	10%	-5%
West Nile antiviral	0.4%	-0.6%	-0.3%	-0.8%	-0.3%	-0.7%	-0.7%	1.5%
GPR35 arrestin U2OS	6%	-17%	-2%	-11%	10%	1%	0%	2%
Large T inhibition	16%	13%	4%	8%	1%	10%	20%	7%
ER stress rescue	-1.9%	·	0.4%	0.0%	·	8.7%	-0.8%	·

Ordered by number of heavy atoms (falling): some entries from above
(14) CCCOc1ccc(NC(=O)C2CC(=O)N/C(=N/N=C(\C)CCc3ccc4c(c3)OCO4)S2)cc1 (centres undefined)
(4) CC(OC(=O)COc1ccccc1[N+](=O)[O-])C(=O)Nc1ccc(N2CCOCC2)cc1 (centres undefined)
(8) O=C(CSc1ncnc2c1oc1ccccc12)Nc1cccc(F)c1
(16) COC(=O)/C(C#N)=C/c1c(-c2ccccc2)nc2n1CCS2
(1) CCOC(=O)COc1ccc(CCNC(C)=O)cc1
(9) CCOC(=O)C1=C(Nc2ccccc2)OCC1=O
(7) S=C(Nc1ccc(Cl)cc1Cl)N1CCCC1
assay / entry	14	4	8	16	1	9	7
Dengue-2 NS5 capping	-7%	-14%	-1%	-4%	-7%	-8%	-5%
Salmonella PhoP GFP	-14%	2%	-19%	-7%	-9%	1%	1%
RSV antiviral HEp-2	11%	0.4%	-0.4%	1.9%	0.1%	0.5%	0.4%
LYP phosphatase	-7%	-3%	-7%	-6%	0%	-5%	-7%
Rac1 GTP hydrolysis	-2%	7%	9%	-5%	2%	6%	1%
West Nile antiviral	-0.7%	1.9%	-0.9%	1.5%	0.0%	0.4%	1.1%
GPR35 arrestin U2OS	1%	0%	4%	2%	0%	6%	6%
Large T inhibition	10%	4%	-2%	7%	1%	16%	-11%
ER stress rescue	8.7%	-1.3%	0.7%	·	-5.1%	-1.9%	·

Continued.
(17) COc1ccc(CN2CCN(Cc3cn(C)nc3-c3ccccc3)CC2CCO)c(C)c1C (centres undefined)
(18) CCC1CCCCN1Cc1nc2c(c(=O)n(C)c(=O)n2C)n1CCC(C)C (centres undefined)
(19) CCc1nnc(NS(=O)(=O)c2ccc(NCc3cc(Cl)cc(Cl)c3O)cc2)s1
(20) C/C(=N\NC(=O)C1CCCC1)c1ccc(Cl)cc1
(21) Cc1ccc(NC(=O)CCCN2C(=O)c3cccc4cccc(c34)C2=O)cc1
(22) COc1ccc(NC(=O)CN(C)C(=O)Cc2ccsc2)cc1
(23) CCNc1nc(SCCOc2ccc(Br)cc2)nc(N(C)C)n1
(24) Cc1csc(CN(C)C(=O)C2CCC(=O)N(CCCc3ccccc3)C2)n1 (centres undefined)
assay / entry	17	18	19	20	21	22	23	24
Dengue-2 NS5 capping	-4%	-2%	6%	-7%	-1%	5%	-4%	3%
Salmonella PhoP GFP	-1%	·	-2%	1%	2%	-3%	1%	9%
RSV antiviral HEp-2	-1.1%	2.5%	7.4%	1.8%	9.3%	0.0%	4.0%	0.7%
LYP phosphatase	-1%	-5%	-9%	-6%	-3%	-2%	-3%	-9%
Rac1 GTP hydrolysis	3%	0%	24%	7%	4%	14%	4%	8%
West Nile antiviral	-0.9%	0.0%	0.4%	-0.6%	0.0%	0.1%	0.2%	0.0%
GPR35 arrestin U2OS	9%	-2%	0%	8%	2%	-1%	-1%	0%
Large T inhibition	1%	5%	26%	26%	11%	0%	3%	16%
ER stress rescue	-1.3%	-1.2%	·	·	-1.7%	·	0.8%	·

(25) COc1ccc(O)c(C(=O)c2cc(C#N)c(=O)n(-c3ccc(Cl)cc3)c2)c1
(26) Oc1ccc(CNc2ccccc2)c2cccnc12
(27) COc1cccc(NC(=S)N(CCN(C)C)C(C)c2ccncc2)c1 (centres undefined)
(28) CC(C)=C(NC(=O)c1ccccc1)C(=O)NCc1ccccc1
(29) O=C(/C=C/c1ccc([N+](=O)[O-])cc1)N1CCN(Cc2ccccc2)CC1
(30) O=C(Nc1ccc(CN2CCOCC2)cc1)c1ccc(Br)o1
(31) Oc1ccc(-c2nncn2-c2ccccc2)cc1
(32) O=C1/C(=C/c2cccs2)NC(=S)N1C1CC1
assay / entry	25	26	27	28	29	30	31	32
Dengue-2 NS5 capping	-63%	-6%	-7%	-3%	-8%	-11%	-5%	1%
Salmonella PhoP GFP	-9%	6%	-2%	-10%	-1%	1%	2%	-14%
RSV antiviral HEp-2	7.5%	14%	-1.1%	1.1%	0.7%	-1.9%	3.2%	2.6%
LYP phosphatase	-3%	-6%	-7%	-5%	-8%	1%	-9%	-1%
Rac1 GTP hydrolysis	10%	1%	4%	4%	13%	-2%	8%	10%
West Nile antiviral	-0.6%	-0.2%	0.1%	-0.7%	-0.6%	-0.5%	0.3%	0.1%
GPR35 arrestin U2OS	13%	0%	6%	0%	12%	-1%	16%	14%
Large T inhibition	14%	8%	4%	22%	12%	4%	29%	9%
ER stress rescue	·	0.0%	·	0.0%	·	·	-1.8%	-1.4%

(33) O=C(Cn1cnc2c(nnn2-c2ccccc2)c1=O)N1CCOCC1
(34) CC(C)NC(=S)Nc1cccc2cnccc12
(35) CNC(=O)C(=O)NCCc1ccc(Cl)cc1
(36) COC(=O)C1CCN(CC(=O)Nc2ccc(OC)c(Cl)c2)CC1
(37) CC(=O)Nc1ccc(S(=O)(=O)NC2(C(F)(F)F)N=C(c3ccccc3)NC2=O)cc1 (centres undefined)
(38) CCC1Sc2ccc(S(=O)(=O)CCC(=O)Nc3ccccc3Cl)cc2NC1=O (centres undefined)
(39) Cc1ccc(C(=O)NNC(=O)c2ccc(-n3cncn3)c([N+](=O)[O-])c2)cc1
(40) COCCNC(=O)c1ccccc1N(Cc1ccccc1)S(=O)(=O)c1ccc(C)cc1
assay / entry	33	34	35	36	37	38	39	40
Dengue-2 NS5 capping	-3%	1%	-4%	-2%	0%	-10%	0%	·
Salmonella PhoP GFP	-4%	-11%	8%	5%	-1%	5%	-1%	2%
RSV antiviral HEp-2	-0.4%	3.4%	-0.2%	0.4%	0.2%	2.4%	-1.3%	-1.6%
LYP phosphatase	-2%	-3%	-11%	-3%	1%	-10%	·	-7%
Rac1 GTP hydrolysis	0%	6%	3%	4%	-1%	8%	1%	0%
West Nile antiviral	0.3%	0.2%	0.2%	-0.1%	0.5%	0.2%	·	-0.7%
GPR35 arrestin U2OS	4%	14%	24%	-4%	8%	0%	·	-5%
Large T inhibition	8%	-11%	9%	9%	2%	-3%	12%	1%
ER stress rescue	-4.2%	-2.9%	-1.1%	0.1%	-3.2%	·	·	1.4%

(41) COc1cccc(N2CCN(C(=O)C3CCCN(c4ncnc5c4nc4n5CCCCC4)C3)CC2)c1 (centres undefined)
(42) COc1cccc(OCc2nnc(SCC(=O)N3c4ccccc4Sc4ccc(Cl)cc43)o2)c1
(43) CC(C)c1cc(C(F)(F)F)n2nc(C(=O)Nc3ccc4c(c3)OCO4)cc2n1
(44) Cc1ccc2nc(SCc3nc4ccccc4c(=O)[nH]3)[nH]c2c1
(45) Cc1sc2nc(SCC(=O)NCc3ccco3)n(-c3ccccc3)c(=O)c2c1C
(46) O=C(NCc1ccccc1)Nc1cccc2ccccc12
(47) COc1ccc(/C=N/NC(=O)COc2cccc3cccnc23)cc1OC
(48) CCSc1nnc(NC(=O)C(CC)(C(F)(F)F)C(F)(F)F)s1
assay / entry	41	42	43	44	45	46	47	48
Dengue-2 NS5 capping	8%	-4%	2%	-5%	-1%	-9%	-5%	-5%
Salmonella PhoP GFP	7%	-12%	-1%	1%	8%	4%	-1%	-2%
RSV antiviral HEp-2	2.2%	2.8%	2.3%	8.3%	-0.3%	6.7%	-0.1%	2.5%
LYP phosphatase	-9%	-6%	-4%	-1%	-8%	-8%	-7%	-1%
Rac1 GTP hydrolysis	5%	10%	-6%	15%	4%	8%	12%	8%
West Nile antiviral	2.0%	-1.6%	0.2%	0.4%	-0.7%	-0.7%	0.8%	1.5%
GPR35 arrestin U2OS	-13%	-12%	0%	-8%	8%	-8%	4%	3%
Large T inhibition	7%	17%	3%	9%	10%	5%	16%	-2%
ER stress rescue	·	15%	1.0%	-0.1%	0.1%	·	-1.2%	-0.6%
